KB-V1 MDR tox: KB-V1 MDR subline cytotoxicity. KB-V1 MDR cells viability, CellTiter-Glo, 72 h. Potency, µM (doses to about 46.1 µM), without a hit: at the top dose activity change, negative = cytotoxicity, usual class: cytotoxic. actives 3.4% (n = 400,000). AID 1347076; note: potency is the fitted concentration of half-maximal effect; % is set by controls: 0 for no effect and ±100 for the full control effect; nearly all actives have a fitted effect of over 60% in size
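KB-V1 MDR subline cells in DMEM (phenol-red free, 10% FBS) exposed to compounds in qHTS concentration series for 72 h at 37 degrees C. Viability read by CellTiter-Glo luminescence; concentration-effect curves fitted after normalization and correction.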
MCF10A rereplic: induces DNA re-replication in MCF 10a normal breast cells; MCF 10A DNA re-replication, Hoechst nuclear intensity, 48 h; Potency, µM (titrated, usually from 46.1 µM), for the others: at the highest dose activity, positive = re-replication, actives largely listed as activators; actives 2.9% (n = 350,000); note: potency is the fitted concentration of half-maximal effect; % of control where 0% means no effect; nearly all actives have a fitted effect of over 50% in size
HEK293 tox: cytotoxicity counter-screen for GLP-1 receptor inverse agonists. HEK293 cAMP-luciferase reporter cells, luminescence, 24 h. Potency, µM (series often up to 38.3 µM), inactives show at the highest dose activity change, negative = inhibition, usual class: inhibitors. actives 0.13% (n = 410,000). AID 624418;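 note: loss of luciferase light is scored as toxicity; potency is the fitted concentration of half-maximal effect; % is set by controls: 0 for no effect and ±100 for the full control effect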
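Compound-treated cells are incubated 24 hr at 37 deg C under 5% CO2 after a 12 hour attachment period, then luciferase detection reagent is added and luminescence is measured following 12 min at room temperature; lowered signal indicates toxicity.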
HT1080 IDH1KD tx: HT-1080 IDH1 knockdown cell toxicity (counter line); HT-1080 IDH1 knockdown viability, ATP luminescence, 48 h; Potency, µM (doses to about 46.1 µM), inactives show at the highest dose activity, negative = toxicity, actives largely listed as cytotoxic; actives 2% (n = 360,000); AID 686971;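 note: potency is the fitted concentration of half-maximal effect; 0% = DMSO wells and -100% = cell-free medium wells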
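Knockdown cells (IDH1KD HT-1080) received compounds 2 h after plating at 750 cells/well and were kept 48 h at 37 °C in 5% FBS RPMI. A CellTiter-Glo luminescence read gave % activity for curve fitting.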
IL1B secr inh: inflammasome signaling inhibition, IL-1 beta readout; AID 743279; THP-1 LPS/ATP IL-1B secretion, AlphaLISA, 16 h; active compounds read low; actives 4.7% (n = 360,000); activity change, % at 57.5 µM; in the data active = activity change below about -50%; inconclusive = mostly about -30% to -49%; note: % is set by controls: 0 for no effect and ±100 for the full control effect
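THP-1 cells pretreated 1 hr with compounds (up to 57.5 uM final), then stimulated with LPS (250 ng/mL final) plus ATP (1.25 mM final); secreted IL-1B measured by AlphaLISA after 16 hr, decreased signal indicating inhibition.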
D3 ag: activates the human D3 dopamine receptor. P35462. D3R DiscoveRx beta-arrestin cells, luminescence, 90 min. max activation, %. actives 0.58% (n = 410,000); in the data active = max activation above about 30%; note: 0% is about no effect; mostly tested at two doses, the higher about 12 µM
Target sequence (P35462 whole entry, looked up): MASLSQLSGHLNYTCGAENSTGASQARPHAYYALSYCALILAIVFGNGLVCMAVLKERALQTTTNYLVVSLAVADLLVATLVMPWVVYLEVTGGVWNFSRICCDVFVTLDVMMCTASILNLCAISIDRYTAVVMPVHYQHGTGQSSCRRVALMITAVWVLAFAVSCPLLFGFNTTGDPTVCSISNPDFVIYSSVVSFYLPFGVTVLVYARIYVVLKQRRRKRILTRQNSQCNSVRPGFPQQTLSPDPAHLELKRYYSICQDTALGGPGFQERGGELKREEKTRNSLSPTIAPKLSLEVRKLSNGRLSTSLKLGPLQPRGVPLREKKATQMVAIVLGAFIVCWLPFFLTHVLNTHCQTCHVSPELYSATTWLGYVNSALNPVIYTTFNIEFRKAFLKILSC
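Agonist mode: compounds and dopamine controls were applied to plated cells for 90 min at 37 degrees C after an overnight attachment at 1500 cells/well. Luminescent read-out followed 30 - 60 minutes at room temperature with DiscoveRx detection reagent.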
SW480 rerep: inducers of DNA re-replication in SW480 colon cancer cells; actives 1.8% (n = 340,000); SW480 DNA re-replication, Hoechst DNA content imaging, 48 h; Potency, µM (titrated, usually from 46.1 µM), inactives show at the highest dose re-replication activation, usual class: activators; note: potency is the fitted concentration of half-maximal effect; % of control where 0% means no effect; nearly all actives have a fitted effect of over 55% in size
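Quantitative HTS format with DMSO vehicle controls; 48 hr drug incubation at 37 C, then 40 min Hoechst staining and scanning imager measurement at 405 nm excitation.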
KB-3-1 cytotox: kills parental KB-3-1 adenocarcinoma cells | KB-3-1 viability, CellTiter-Glo ATP luminescence, 72 h | Potency, µM (highest dose often 46.1 µM), for the others: top-dose activity change, negative = cytotoxic, most hits filed as cytotoxic | actives 1.4% (n = 400,000); note: potency is the fitted concentration of half-maximal effect; % is set by controls: 0 for no effect and ±100 for the full control effect; nearly all actives have a fitted effect of over 60% in size
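Cytotoxicity in the drug-sensitive parental line KB-3-1 was scored as loss of CellTiter-Glo luminescence following 72 h incubation with compound. Values come from curve fitting of normalized concentration-response data.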
HT1080-NT tox: kills 2HG-producing HT-1080-NT fibrosarcoma cells; HT-1080-NT fibrosarcoma viability, CellTiter-Glo ATP luminescence, 48 h; Potency, µM (top dose mostly 46.1 µM), without a hit: at the highest dose activity, negative = less viability, hits mostly cytotoxic; actives 1.6% (n = 360,000);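 note: NT is the 2HG producing partner of a matched IDH1 knockdown line; potency is the fitted concentration of half-maximal effect; 0% = DMSO-treated cells and -100% = media-only wells without cells; nearly all actives have a fitted effect of over 55% in size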
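Read-out is CellTiter-Glo luminescence after 10 minutes at room temperature, following 48 hours' compound treatment of HT-1080-NT cells (750 cells/well, RPMI, 5% FBS, 37 degrees C).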
* marks the source's active call; other numbers are inactive results; u = inconclusive; x = not tested or not shown; & = joins results of further samples; [ ] = remark or other dose. Unless noted, calls come from the whole dose curve; as a rule, active = well fitted curve in the direction sought with a large enough effect; inconclusive = small, poorly fitted or top-dose-only effect, or another doubt; inactive = no such curve, though single readings can be large; an effect the other way counts as inactive or inconclusive. Random draw from the library. About 11% of those tested had a hit in this group.

SMILES | KB-V1 MDR tox | MCF10A rereplic | HEK293 tox | HT1080 IDH1KD tx | IL1B secr inh | D3 ag | SW480 rerep | KB-3-1 cytotox | HT1080-NT tox
CCN(Cc1ccc(OC)c(COC)c1)CC1CCCN(CCc2cccc(F)c2)C1 (stereo unspecified) | u | 3.7µM* | -28% | -18% | u | -25 | u | -4% | u
Cc1ccc(C)c(NC(=O)COC(=O)CSc2ccccc2)c1 | u | 1% | -4% | -1% | 6 | -2 | -7% | -30% | -3%
CCCCN1C(=O)C2NN=C(C(=O)OCC)C2C1=O (stereo unspecified) | 9% | 7% | 8% | -25% | -2 | 8 | -7% | 0% | 12%
COc1ccc(NC(=O)C(=O)NCCc2ccc(OC)c(OC)c2)c(OC)c1 | -12% | x | -7% | x | x | -6 | x | -8% | x
CCN1CCCn2c1nc1c2c(=O)n(C)c(=O)n1C | 0% | -1% | -1% | 2% | -12 | -9 | -4% | -1% | -3%
COC(=O)c1sc(NC(=O)CN2CCN(c3cccc(Cl)c3)CC2)c(C(=O)OC)c1C | 0% | 1% | -9% | 4% | 0 | 3 | -7% | 5% | 1%
C/C(=N\NC(=O)c1nc2ccccn2c1C)c1ccc2c(c1)OCO2 | u | 1% | 12% | -12% | 0 | -3 | 22% | 3% | -2%
O=C(O)CN1C(=O)c2cccc(Oc3ccc(Cl)cc3)c2C1=O | 12% | 4% | -7% | 6% | 3 | -1 | -17% | -4% | 9%
Cc1nc(-c2ccc(F)cc2)sc1CCNC(=O)C(=O)Nc1ccc2c(c1)OCO2 | -5% | x | -18% | x | x | 1 | x | u | x
Cn1c(C(=O)N[C@@H](C(=O)O)c2ccccc2)cc2cc(Cl)ccc21 | 13% | 10% | 3% | -9% | 17 | 8 | 0% | 8% | -9%
CC(C)c1ccccc1NC(=O)COC(=O)c1cc(=O)[nH]c(=O)[nH]1 | 0% | 1% | 20% | 16% | -6 | -3 | 0% | -16% | 16%
CCOc1ccc(S(=O)(=O)N2CCN(c3ccccc3)CC2)cc1C(N)=O | -14% | x | -2% | x | x | -9 | x | -5% | x
COc1ccc2[nH]c(C(=O)NCCN3CCOCC3)cc2c1 | 10% | -1% | 1% | 8% | 0 | 0 | -10% | -5% | 7%
CC(C)C[C@@H](CN1CCC[C@H]1CN1C(=O)C(=O)NC[C@@H]1Cc1ccccc1)N1C[C@H](Cc2ccc(O)cc2)N(CC2CCCCCC2)C(=O)C1=O | -4% | x | u | 18µM* | -76* | 5 | x | u | 23µM*
Cc1ccc(NC(=O)c2ccc(COc3ccc4c(c3)CCC4)cc2)c(C)c1 | 6% | 10% | 8% | -10% | -18 | 7 | 0% | 1% | 5%
COCc1cc(C)nc(N/N=C/c2ccc(-c3ccc(Cl)cc3[N+](=O)[O-])o2)c1C#N | 19% | -4% | -5% | 17% | 21 | 7 | 5% | -1% | -1%
O=C(NNC(=O)C1CC1)c1cc2cc3ccccc3nc2s1 | 12% | 23% | 6% | 1% | -1 | -2 | -8% | 1% | 4%
O=C(NCC(c1ccco1)N1CCOCC1)c1ccc(Cl)cc1 (stereo unspecified) | -10% | -3% | 2% | 0% | 8 | -15 | 2% | -1% | -6%
COc1ccccc1S(=O)(=O)Nc1cc(C)nn1-c1ccc(C)cc1 | 21% | -5% | -5% | 0% | 39 | 0 | 4% | 3% | -17%
N#Cc1c(SCC(=O)N2CCCCC2)nsc1SCC(=O)N1CCCCC1 | u | u | -9% | 12% | -8 | 1 | -7% | 7% | 21%

At a glance, some entries already given:
SMILES | KB-V1 MDR tox | MCF10A rereplic | HEK293 tox | HT1080 IDH1KD tx | IL1B secr inh | D3 ag | SW480 rerep | KB-3-1 cytotox | HT1080-NT tox
CCN(Cc1ccc(OC)c(COC)c1)CC1CCCN(CCc2cccc(F)c2)C1 (stereo unspecified) | u | 3.7µM* | -28% | -18% | u | -25 | u | -4% | u
Cc1ccc(C)c(NC(=O)COC(=O)CSc2ccccc2)c1 | u | 1% | -4% | -1% | 6 | -2 | -7% | -30% | -3%
CCCCN1C(=O)C2NN=C(C(=O)OCC)C2C1=O (stereo unspecified) | 9% | 7% | 8% | -25% | -2 | 8 | -7% | 0% | 12%
COc1ccc(NC(=O)C(=O)NCCc2ccc(OC)c(OC)c2)c(OC)c1 | -12% | x | -7% | x | x | -6 | x | -8% | x
CCN1CCCn2c1nc1c2c(=O)n(C)c(=O)n1C | 0% | -1% | -1% | 2% | -12 | -9 | -4% | -1% | -3%

Further structures:
SMILES | KB-V1 MDR tox | MCF10A rereplic | HEK293 tox | HT1080 IDH1KD tx | IL1B secr inh | D3 ag | SW480 rerep | KB-3-1 cytotox | HT1080-NT tox
COc1ccccc1NC(=O)CSc1n[nH]c(-c2cccnc2)n1 | 0% | 6% | -8% | -9% | 39 | 0 | -9% | 1% | 10%
CN(C)C(CNC(=O)c1ccc2nc[nH]c2c1)c1ccccc1 (stereo unspecified) | 43% | -4% | -6% | 6% | u | -7 | -32% | 22% | u
CCN(CC(=O)NC(C)(C)C)C(=O)CCl | u | 13% | -2%[1.53 µM] | 0% | -55* | 5 | u | u | 5%
CCOc1ccc(CCNC(=O)C2CCCN(c3nn4c(=O)cc(C)nc4s3)C2)cc1OCC (stereo unspecified) | 22% | -6% | -6% | 0% | -11 | 6 | -1% | 7% | 2%
CN(CC(=O)N1CCN(c2ncccn2)CC1)S(=O)(=O)c1ccc(Cl)cc1 | -23% | -20% | -5% | 11% | 0 | -8 | -1% | 23% | 5%
N#Cc1nc(-c2ccco2)oc1NCc1ccc(F)cc1 | -6% | 3% | -3% | u | -15 | -3 | -6% | 4% | -1%
O=C(NCCc1ccccc1)C(c1ccccc1F)N(C(=O)c1csnn1)C1CC1 (stereo unspecified) | u | -1% | 4% | 6% | -11 | 3 | -11% | 0% | 7%
CSc1ccccc1C(=O)NCc1ccc(F)cc1 | -16% | -2% | 7% | 11% | 3 | -1 | u | -1% | 6%
Cc1cccc(NC(=O)/C(=C\c2ccc([N+](=O)[O-])o2)NC(=O)c2ccc(Cl)cc2)c1 | 0% | 8% | 0% | -6% | u | 5 | -5% | -5% | -15%
O=C(O)c1ccc(/C=C2\CCCc3c2nc2ccccc2c3C(=O)O)cc1 | -2% | 0% | -9% | 13% | 10 | -5 | -3% | 10% | 15%
O=C(COc1ccccc1)NCC1(N2CCCCC2)CCCCC1 | -2% | -3% | -9% | 20% | 2 | -7 | -2% | 17% | 21%
CCC(=O)NC(=S)Nc1ccc(NC(=O)CC)cc1 | u | 3% | 8% | -2% | 0 | -3 | 0% | -1% | -1%
COC(=O)c1nc(NC(=O)c2ccc(C(C)(C)C)cc2)n[nH]1 | -4% | -1% | -12% | 0% | u | 2 | -4% | -19% | -4%
CC(=O)NC(C(=O)N1CCC(c2nc3ccccc3s2)CC1)C(C)C (stereo unspecified) | 11% | -1% | -28% | -2% | 39 | -13 | -15% | 0% | 0%
Cc1ccc(NC2CCCN(C(=O)c3ccoc3)C2)cc1C (stereo unspecified) | -15% | 5% | 6% | 1% | 11 | 1 | u | 3% | -2%
COc1ccc(C(=O)COC(=O)CCn2nnc(-c3cccs3)n2)cc1 | 2% | -1% | 9% | 5% | -1 | -2 | -5% | 12% | 4%
CCOC(=O)C(=O)Nc1sc(C(=O)N2CCOCC2)c(C)c1C#N | 11% | -23% | -4% | -3% | 0 | -2 | -20% | 12% | -2%
COC(=O)c1c(NC(=O)COc2ccccc2Cl)sc2c1CCC(C(C)(C)C)C2 (stereo unspecified) | -5% | x | 10% | x | x | -14 | x | 6% | x
C/C=C(/C)C(=O)O[C@@H]1Cc2c(ccc3ccc(=O)oc23)OC1(C)C | -5% | 0% | 0% | 11% | 22 | 17 | -1% | -3% | 13%
CN(Cc1cn(C)nc1-c1cccc(Cl)c1)CC1CCCCO1 (stereo unspecified) | -7% | -7% | -17% | 19% | 15 | 1 | -9% | 4% | 4%
CC(Nc1ccc2c(c1)OCCO2)C(=O)N1CCc2ccccc21 (stereo unspecified) | -6% | 1% | 5% | 9% | -7 | 3 | -4% | -15% | 5%
NS(=O)(=O)c1ccc(CCNC(=O)CSc2ccc(Cl)cc2Cl)cc1 | 7% | -5% | -1% | -7% | u | -3 | 3% | -6% | -4%
O=C(Nc1ccc(F)c(F)c1)c1cccnc1 | -7% | 3% | -7% | -6% | -19 | -20 | -2% | 0% | -3%
Cc1nc2nc(C)c(CCC(=O)NCc3cccc(Cl)c3)c(C)n2n1 | 0% | x | -20% | x | x | 4 | x | -2% | x
S=C1SCN(Cc2ccccc2)CN1Cc1ccccc1 | -10% | 33µM* | u | 8% | -22 | -1&0 | u | -3% | 9%

Compound activity (PubChem)
